# From PubChem
# PglD DTNB = blocks C. jejuni PglD acetyltransferase activity. AID 602405. inhibition, % at 12.5 µM. purified PglD enzyme, DTNB colorimetric CoA detection. 360,000 tested, 0.098% active; in the data active = inhibition above about 16%, passing the limit was not always enough; also: strong numbers were not always called active
# INS-1E GSIS act = primary screen for activators of insulin secretion dependent on glucose, INS-1E cells, GLuc reporter luminescence; AID 743287; activation, % at 16.6 µM; 370,000 tested, 0.61% active; INS-1E GLuc reporter insulin secretion, 2-3 h;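 active = lowest replicate activation of at least 40%, so every replicate reaches that level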;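 also: 0% = median of neutral control wells and 100% = median of IBMX positive control wells; some compounds called inactive have numbers as strong as hits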
# PGC1a acetyl inh = lowers PGC1a acetylation signal in U2OS cells; AlphaScreen anti-acetyl-lysine; with virally co-expressed GCN5 acetyltransferase; inhibition, % at 15.6 µM; 350,000 tested, 0.17% active; AID 651687;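 active = every replicate shows inhibition of at least 40%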;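 also: 0% = neutral control wells and 100% = positive control wells; some results beyond the cut were filed as inactive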
# miR-122 sensor = inhibitors of miR-122 in Huh7 cells. Huh7 miR-122 Renilla luciferase sensor, 48 h; neutral wells = 0, positive control = 100. activation (reporter increase), % at 12.5 µM. 340,000 tested, 0.3% active. AID 602342;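 active = mean replicate activation score at least 90 and every replicate individually at or above 90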;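 also: higher luciferase means less miR-122 activity so hits act as miR-122 inhibitors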
# FN deposition inh = fibronectin deposition inhibition; AH1F fibroblasts, Alexa488-fibronectin deposition fluorescence, overnight; inhibition, % at 12.6 µM; 350,000 tested, 0.086% active; AID 743247;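 active = mean inhibition across replicates of 30% or more, regardless of how many single replicates reach that level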;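 also: positive control wells lacked labelled fibronectin entirely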
#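 Material: AH1F fibroblast monolayer depositing Alexa488-labelled fibronectin into matrix | Input: 10000 AH1F cells/well | Medium: DMEM plus 2% serum, read in PBS | Reagent: Alexa488-fibronectin, 24 nM final in well | Compound dosing: One dose per compound, pinned | Schedule: 1 h adhesion, overnight exposure | Measured by: Fluorescence at 485 nm excitation, 525 nm emission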
# Cneo AK release = Cryptococcus neoformans lysis via adenylate kinase release | C. neoformans lysis, adenylate kinase release luminescence, 4 h; normalised: neutral wells 0, clomiphene wells 100 | lysis activity, % at 15 µM | 360,000 tested, 0.2% active;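 active = mean lysis activity across replicates of at least 80%, whatever share of replicates individually reach that level; inactive = mean lysis activity below 80%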
#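 Signal: Adenylate kinase release luminescence | Assay system: Log-phase Cryptococcus neoformans yeast cells | Input: Cells at 5 × 10^6 per mL | Buffer or medium: Fresh YPD growth medium | Compound: Single dose | Schedule: Static 4 h at 37 °C with compound, 1 h detection | Controls: Clomiphene | Read-out: Luminescence rise reflecting yeast cell lysis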
# Statin myotox sup = protects C2C12 myotubes from simvastatin toxicity; ATP luminescence, 48 h; scaled: DMSO 0, geranylgeraniol control 100; rescue of ATP level, % at 7.49 µM; AID 602340; 330,000 tested, 0.78% active;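 active = mean ATP rescue above about 67%, or every replicate alone reaching that limit, limit read from the data, passing the limit was not always enough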;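 also: myotubes were challenged with 10 µM simvastatin during compound exposure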
# F508del corr = correctors of CFTR F508del function in bronchial epithelial cells; CFBE cells, YFP halide quenching; stimulated with forskolin plus potentiator P3; % fluorescence drop versus neutral controls; activity (quench increase), % at 7.58 µM; 350,000 tested, 0.36% active; AID 720511;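 active = mean added fluorescence quench of at least 8% versus neutral control, with both replicates also reaching 8%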;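 also: cells transiently co-express mutant CFTR-F508del with the halide-sensitive YFP; corrector assay measuring rescue of mutant channel to the surface after 24 h compound exposure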
# Starred values were filed as active, the others as inactive; nt = not tested or not shown; & = joins results of further samples; [ ] = another dose, or the depositor's remark.
SMILES,PglD DTNB,INS-1E GSIS act,PGC1a acetyl inh,miR-122 sensor,FN deposition inh,Cneo AK release,Statin myotox sup,F508del corr
Cc1oc(-c2ccc(Cl)cc2)nc1CS(=O)CC(=O)NCc1ccccn1 (stereo not drawn),0,-26,-14,1,6,2,4,3.1
c1ccc2c(c1)NC1(CCCCCC1)n1c-2nc2ccccc21,0,nt,3,2,nt,-4,-7,nt
COc1ccc(-c2ccccc2[C@H]2[C@@H](C#N)N(C(=O)C3CCCC3)[C@H]2CO)cc1,nt,-34,-8,nt,4,nt,nt,-0.7
O=C(NC1CCCC1)C1C2C=CC3(CN(Cc4cccs4)C(=O)C13)O2 (stereo not drawn),0,-7,8,-2,6,0,5,-2.3
COc1ccc(C(=O)Nc2ccccc2C(=O)Nc2ccccc2C(=O)O)cc1,5,-14,-12,4,5,-7,18,2.0
Cc1cccc(NCc2nc(SCC(=O)Nc3ccccc3Br)n[nH]2)c1,-1,-2,4,-1,-7,-4,38,1.4
CCCCc1nnc(NC(=O)C2CC(=O)N(c3ccc(C)cc3)C2)s1 (stereo not drawn),1,2,2,-6,-1,0,12,0.9
COc1ccc(N2CCN(CC(=O)Nc3c(C)cccc3C)CC2)cc1,1,0,nt,-25,2,0,4,1.5
O=C(COC(=O)c1cc([N+](=O)[O-])ccc1NCCO)Nc1cccc(S(=O)(=O)N2CCCC2)c1,-2,-1,-3,-2,11,2,-13,0.1
O=C(CCn1cncn1)N1CCN(S(=O)(=O)c2ccc(Cl)cc2)CC1,-7,7,nt,nt,0,-1,-15,-1.7
C[C@@H]1CN([C@@H](C)CO)C(=O)c2cc(NC(=O)Nc3ccc4c(c3)OCO4)ccc2O[C@@H](C)CCCCO[C@H]1CN(C)Cc1ccc(C(F)(F)F)cc1,1,-4,15,-9[16.7 µM],nt,57,nt,2.1
Cc1ccc(-n2[nH]c(C)c(/C=N/N3C(=O)c4cccc5cccc(c45)C3=O)c2=O)cc1,3,-3,8,-1,10,10,nt,-0.6
C[C@H](CO)N1C[C@H](C)[C@@H](CN(C)CC2CC2)Oc2ccc(NS(=O)(=O)c3ccccc3)cc2C1=O,-2,9,nt,-7[16.7 µM],nt,-60,13,3.1
Cc1cccc(C)c1NC(=O)C1(C)CCC(=O)N1c1cc(C(C)(C)C)nn1C (stereo not drawn),1,14,2,1,5,3,-13,-0.4
Cc1ccccc1C(=O)Nc1nnc(-c2ccc(F)cc2)o1,0,-2,0,-1,6,0,-10,4.4
CCc1nc2ccccc2n1CCC(C)C,nt,nt,-11,4,nt,27,-7,nt
O=C(Nc1c2c(nn1-c1ccccc1)CS(=O)(=O)C2)C1CC1,-3,11,-19,4,7,4,19,5.8
Cc1ccc(-c2nc(CCN3C(=O)c4ccccc4C3=O)cs2)cc1,2,nt,0,1,12,3,-12,nt
OCCN(Cc1ccccc1)Cc1ccc(Cl)cc1Cl,0,nt,-13,5,-9,2,-4,nt
CC(C)CNS(=O)(=O)c1ccc(S(=O)(=O)NC2CCOC(C)(C)C2)cc1 (stereo not drawn),3,4,3,nt,nt,-1,-7,1.9
NC(=O)c1nn(-c2ccccc2)nc1NC(=O)Cn1nnc(-c2ccccc2)n1,-6,3,2,-6,-9,nt,nt,nt
COc1ccc(C2NCCn3cccc32)cc1 (stereo not drawn),-1,nt,10,-8,3,-2,7,nt
CCC(=O)N1[C@@H]2Cn3c(ccc(-c4ccncc4)c3=O)[C@H]1[C@@H](C(=O)NC1Cc3ccccc3C1)[C@@H]2CO,11,4,nt,nt,nt,53,53,nt
COC(=O)CCC(=O)NNC(=O)c1cccc(Br)c1,0,21,nt,-3,6,1,nt,nt
CCn1cc(CN2CCN(Cc3ccc(OC)c(C)c3C)C(CCO)C2)c(C)n1 (stereo not drawn),-1,-1,-14,2,7,-3,0,-0.8
# New compounds follow:
SMILES,PglD DTNB,INS-1E GSIS act,PGC1a acetyl inh,miR-122 sensor,FN deposition inh,Cneo AK release,Statin myotox sup,F508del corr
COCc1c(C(=O)NC2CCCCC2)sc2cccc(F)c12,3,-1,-7,0,-4,-1,4,0.9
CNC[C@@H]1Oc2c(NC(=O)C3CCCCC3)cccc2C(=O)N([C@@H](C)CO)C[C@H]1C,21,6,10,-7[16.7 µM],-2,8,4,-1.5
CCOC(=O)Cn1cnc2scc(-c3ccc(C)cc3)c2c1=O,-3,15,-8,-7,-8,1,-2,0.9
CCN1CCN(C(C(=O)NC2CCCCC2)C2CC2)CC1 (stereo not drawn),2,5,-13,-3,9,-1,-8,-3.9
COc1cc(C(=O)NCCCN(C)C)ccc1OCC(=O)Nc1cccc(C(F)(F)F)c1,nt,6,-11,1,5,nt,nt,-0.5
CCN(c1ccccc1)S(=O)(=O)c1ccc(Oc2ccc(C(C)=O)cc2OC)nc1,-3,nt,nt,nt,2,-3,0,-4.6
Nc1ccc2nc(-c3ccccc3)cnc2c1,2,7,-6,3,6,-7,nt,-3.0
CO[C@H]1CN(C)C(=O)c2cc(NC(=O)c3cccc(F)c3)ccc2OC[C@@H](C)N(CC2CC2)C[C@H]1C,4,9,-9,nt,8,2,-4,-1.6
C[C@H]1CN([C@@H](C)CO)C(=O)c2cccc(NS(=O)(=O)c3ccccc3)c2O[C@@H]1CN(C)Cc1ccc(-c2ccccc2)cc1,1,1,nt,17[16.7 µM],nt,13,-19,1.2
COc1ccc(CCNC(=O)c2c(C)cc(=O)oc2C)cc1OC,1,5,7,-48,nt,3,8,-2.6
C=CCOC(=O)C1=C[C@H](C(C)(C)C)[C@@H](CCCO)[C@H](OCC)O1,6,5,-2,0,-7,1,7,0.6
CNC(=O)CS(=O)CC(=O)Nc1cc(OC(C)C)c(Cl)cc1Cl (stereo not drawn),nt,5,-1,0,7,nt,nt,-2.0
O=C(Cc1ccncc1)NCC[C@H]1CC[C@@H](NC(=O)C2CC2)[C@H](CO)O1,1,13,62*,nt,5,55,0,0.0
COc1ccc(S(=O)(=O)Nc2ccc3c(c2)C(=O)N([C@H](C)CO)C[C@@H](C)[C@@H](CN(C)Cc2ccccc2)O3)cc1,0,-5,-5,8[16.7 µM],nt,0,-1,-1.5
O=C1/C(=C/c2cccnc2)CCc2c1[nH]c1ccccc21,nt,14,26,nt,-7,nt,nt,-0.4
Cc1ccccc1OCC(=O)OCC(=O)NCc1ccco1,-2,8,-4,-1,nt,1,4,0.4
C=CCn1c(CNC(=O)c2cccs2)nnc1SCc1ccc(Cl)cc1Cl,4,-25,0,7,10,-10,4,nt
O=C(CCN1C(=O)/C(=C/c2ccccc2Cl)SC1=S)NCCc1ccc(O)cc1,1,-6,-3,1,13,-2,8,0.1
CCCCCCNC(=O)C(=O)NCCc1ccc(Cl)cc1,nt,-2,-5,-5,0,nt,-16,-1.1
C[C@@H]1CCCCO[C@H](CN(C)C(=O)c2ccccc2)[C@H](C)CN([C@H](C)CO)C(=O)c2cc(NC(=O)C3CCCCC3)ccc2O1,-1,-19,-1,1[16.7 µM],nt,2,16,-0.5
O=C(COC(=O)c1cc(Br)ccc1Cl)NC1CCCC1,nt,-12,5,nt,-1,nt,nt,-2.6
COCCN1Cc2cccc(C(=O)NCc3cccnc3)c2C1=O,2,nt,34,-2,-2,0,3,-3.5
C[C@@H]1CN([C@H](C)CO)C(=O)c2cc(NS(=O)(=O)c3ccccc3)ccc2O[C@@H](C)CCCCO[C@@H]1CN(C)C(=O)NC1CCCCC1,0,-30,1,13[16.7 µM],2,0,nt,2.0
NS(=O)(=O)c1ccc(CCNc2ncnc3c2c(-c2ccccc2)cn3-c2ccc(F)cc2)cc1,-5,nt,-12,-1,nt,0,8,nt
COc1ccc(N/N=C(\C#N)C(=O)NCCc2ccc(OC)c(OC)c2)cc1,nt,-16,7,nt,-5,nt,23,-2.0

# An excerpt from above in order of molecular weight, low to high.
SMILES,PglD DTNB,INS-1E GSIS act,PGC1a acetyl inh,miR-122 sensor,FN deposition inh,Cneo AK release,Statin myotox sup,F508del corr
Nc1ccc2nc(-c3ccccc3)cnc2c1,2,7,-6,3,6,-7,nt,-3.0
COCc1c(C(=O)NC2CCCCC2)sc2cccc(F)c12,3,-1,-7,0,-4,-1,4,0.9
COCCN1Cc2cccc(C(=O)NCc3cccnc3)c2C1=O,2,nt,34,-2,-2,0,3,-3.5
COc1ccc(S(=O)(=O)Nc2ccc3c(c2)C(=O)N([C@H](C)CO)C[C@@H](C)[C@@H](CN(C)Cc2ccccc2)O3)cc1,0,-5,-5,8[16.7 µM],nt,0,-1,-1.5

# (listing goes on)
SMILES,PglD DTNB,INS-1E GSIS act,PGC1a acetyl inh,miR-122 sensor,FN deposition inh,Cneo AK release,Statin myotox sup,F508del corr
CCC(C)Sc1ccc([C@@H]2[C@@H]3C(=O)N(CC)C(=O)[C@@H]3[C@]3(C(=O)OC)CCCCN23)cc1OC (stereo partly drawn),1,nt,-9,-1,-12,-1,138*,-3.6
C/C=C/c1ccc([C@H]2[C@H]3CN(C(=O)c4ccncc4)CC(=O)N3[C@H]2CO)cc1,nt,3,5,nt,-5,nt,nt,-2.2
O=C(NCc1ccco1)C(c1cccnc1)N(C(=O)Cn1nnc2ccccc21)c1ccc(F)cc1 (stereo not drawn),3,-5,8,-6,nt,2,12,nt
CN1CCN(c2ccc(Cl)cc2NC(=O)CC2OC(=O)c3ccccc32)CC1 (stereo not drawn),5,-6,nt,nt,3,-1,-10,0.3
Cc1ccc(-c2nc3c(c(SCC(=O)N4CCOCC4)n2)Cc2c(CO)cnc(C)c2O3)cc1,0,-12,-1,-4,1,1,-7,2.1
CCNC(=O)C1(C)CCCN1C(=O)c1cc(C)on1 (stereo not drawn),-3,-4,nt,3,-1,-1,4,1.9
CN(C)CCCNC(=O)C[C@@H]1CC[C@@H](NS(=O)(=O)c2ccc(F)cc2)[C@@H](CO)O1,-1,-5,1,nt,nt,-9,-8,2.2
N#Cc1c(N)nc(SCc2ccncc2)c(C#N)c1-c1cccs1,-6,0,21,-3,nt,-2,-5,nt
COc1ccc(C(c2nnnn2C2CCCCC2)N2CCN(C/C=C/c3ccccc3)CC2)cc1 (stereo not drawn),-3,-42,1,-3,nt,-6,8,2.4
CC#CC[N+](C)(C)CCCCCC,nt,4,nt,nt,5,nt,-7,-2.7
C[C@@H]1CN([C@@H](C)CO)C(=O)c2cccc(NC(=O)C3CC3)c2O[C@@H]1CN(C)CC1CC1,6,20,7,0[16.7 µM],nt,-1,-1,2.4
CCCCCCC(O)(CCN1CCCCC1)c1ccccc1 (stereo not drawn),19,-18,7,-13,-15,0,4,2.1
CCC(=O)N(C)C[C@@H]1Oc2cc(-c3cccc(OC)c3)ccc2S(=O)(=O)N([C@@H](C)CO)C[C@H]1C,1,-12,-5,9[16.7 µM],-2,47,-11,1.1
O=S(=O)(c1cccs1)N1CCCCN2[C@@H](CO)[C@@H](c3ccc(-c4ccccc4)cc3)[C@@H]2C1,0,-24,-5,-8[16.7 µM],nt,-2,7,-3.2
Cc1nnc(SCC(=O)Nc2ccccc2N2CCOCC2)s1,4,nt,3,5,2,0,-3,nt
CN1CCN(C(=O)C[C@H]2CC[C@@H](NC(=O)Cc3ccccn3)[C@H](CO)O2)CC1,-2,-2,0,10[16.7 µM],-2,-12,2,-1.2
CCc1nc(N2CCC3(CC2)OCCO3)c2nnn(Cc3ccccc3Cl)c2n1,-6,nt,1,8,nt,4,16,nt
C[C@H]1CN([C@@H](C)CO)S(=O)(=O)c2ccc(Br)cc2O[C@H]1CN(C)Cc1ccccc1F,-2&-2,-7,-32&-19,-2,-10&-13,0&3,-9&-1,2.7&2.1
CCOC(=O)CNC(=O)c1cn(CC)c(=O)c2cc(OC)c(OC)cc12,-5,nt,10,-3,0,-1,-7,nt
